Screening data from PubChem BioAssay.
PTHR1 agonist: qHTS for PTHR1 Agonists: Primary Screen; Parathyroid hormone/parathyroid hormone-related peptide receptor (Homo sapiens), Q03431; Potency, µM (highest dose often 115 µM), for inactives: at the top dose activation, hits mostly activators; HEK293 GP2 PTHR1 cells, GloSensor cAMP luminescence, 1 h; hit rate 0.075% among 410,000; note: potency is the fitted concentration of half-maximal effect; nearly all actives have a fitted effect of over 55% in size; some results filed as inactive show a strong effect at the top dose; inactives centre near -15; many of its hits are not listed in these tables
Target sequence (Q03431 whole entry, looked up): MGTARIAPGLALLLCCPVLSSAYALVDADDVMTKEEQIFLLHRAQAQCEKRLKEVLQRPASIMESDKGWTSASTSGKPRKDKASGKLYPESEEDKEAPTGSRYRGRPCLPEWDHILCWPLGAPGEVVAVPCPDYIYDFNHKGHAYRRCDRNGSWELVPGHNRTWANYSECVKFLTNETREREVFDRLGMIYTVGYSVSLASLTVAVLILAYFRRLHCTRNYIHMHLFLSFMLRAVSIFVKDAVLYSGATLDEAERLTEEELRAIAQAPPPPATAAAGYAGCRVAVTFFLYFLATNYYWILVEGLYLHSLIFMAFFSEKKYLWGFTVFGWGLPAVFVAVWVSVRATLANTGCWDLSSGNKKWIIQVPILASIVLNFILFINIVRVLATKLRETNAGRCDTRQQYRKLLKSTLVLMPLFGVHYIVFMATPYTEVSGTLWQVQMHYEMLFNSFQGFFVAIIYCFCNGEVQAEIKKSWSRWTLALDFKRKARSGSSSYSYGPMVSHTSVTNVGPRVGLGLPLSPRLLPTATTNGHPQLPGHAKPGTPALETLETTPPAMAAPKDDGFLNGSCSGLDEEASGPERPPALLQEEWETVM
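HEK-293-derived GP2 cells expressing PTHR1 and a GloSensor cAMP reporter, 3,000/well, plated overnight, given luciferin plus IBMX (each 0.5 mM as added) for 1 h at 37 °C, then compound for 1 h at 37 °C. Luminescence was read after 15 min at room temperature.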
GLP1R ag: qHTS of GLP-1 Receptor Agonists; Potency, µM (doses to about 45.6 µM), without a hit: at the highest dose activation, most hits filed as activators; AID 624172, 2012; hit rate 0.007% among 380,000; HEK293 GLP-1R CRE-luciferase, luminescence, 4-6 h; cells express a hypersensitive GLP-1R form; note: potency is the fitted concentration of half-maximal effect; % of control where 0% means no effect
pAkt inh: HTS Assay for Inhibitors of Akt Phophorylation: Primary Screen | Neuro2A IGF-stimulated pAkt S473 HTRF, 20 min; stronger effect = lower value | activity change, % for hits at 50 µM | hit rate 0.32% among 360,000 | AID 651550, 2012; in the data active = activity change below about -80%; inconclusive = mostly about -51% to -80%; note: % is set by controls: 0 for no effect and ±100 for the full control effect
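Neuro2A cells (4,500/well, DMEM with 0.5% FBS) were treated with compound at a single 50 µM final concentration, stimulated with 6 nM IGF for 20 min at 37 °C, and lysed. Phospho-Akt Ser473 was read by HTRF as 665/615 ratio ×10^4.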
TDP43 rescue: qHTS of TDP-43 Inhibitors | TDP-43 expressing yeast growth rescue, BacTiter-Glo, 24 h | Potency, µM (highest dose often 46.1 µM), inactives show at the highest dose growth rescue (activation), actives largely listed as activators | hit rate 1.8% among 410,000; note: potency is the fitted concentration of half-maximal effect; % of control where 0% means no effect; nearly all actives have a fitted effect of over 50% in size
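Luminescence from BacTiter-Glo reports growth of TDP-43-expressing yeast after 24 hr at 30 deg C with compound. Cells were raffinose-pregrown to mid-log, then seeded in galactose medium at OD600=0.02.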
Abeta rescue: qHTS for compounds that reverse cellular toxicity of Amyloid beta (A-beta) peptide in yeast: Primary Screen; yeast expressing A-beta42, growth rescue, OD600, 48 h; response scale: 0% DMSO, 100% iron-clioquinol control; Potency, µM (doses to about 46.1 µM), without a hit: at the highest dose growth rescue, actives largely listed as activators; hit rate 0.063% among 410,000; AID 1347071, 2019; note: potency is the fitted concentration of half-maximal effect; nearly all actives have a fitted effect of over 55% in size
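Growth rescue measured by 600 nm absorbance after 48 h yeast culture at 30 C with compound. Values normalized between DMSO and an equimolar ferric chloride plus clioquinol control.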
GLP1R inv ag: qHTS of GLP-1 Receptor Inverse Agonists (Inhibition Mode). Glucagon-like peptide 1 receptor (Homo sapiens), P43220. HEK293 GLP-1R CRE-luciferase, luminescence, 24 h; GLP-1R form is constitutively active. Potency, µM (highest dose often 38.3 µM), inactives show top-dose activity change, negative = inhibition, usual class: inhibitors. hit rate 1.6% among 410,000. AID 624417, 2012; note: potency is the fitted concentration of half-maximal effect; % is set by controls: 0 for no effect and ±100 for the full control effect; nearly all actives have a fitted effect of over 55% in size
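Assay principle: reduced luminescence from a cAMP-responsive reporter in HEK293 cells co-expressing a constitutively active GLP-1R. Conditions: 24 hr compound incubation, 37 deg C, 5% CO2.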
DRD3 antagonist: qHTS of D3 Dopamine Receptor Antagonist: qHTS. D3R cells, DiscoveRx beta-arrestin luminescence, antagonist mode; stronger effect = lower value. max response, negative = inhibition, %. hit rate 2.5% among 360,000. AID 652054, 2013; in the data active = max response below about -50%; inconclusive = no clear call, values can overlap the other calls; note: % is set by controls: 0 for no effect and ±100 for the full control effect; mostly tested at two doses, the higher about 12 µM
Target sequence (P35462 whole entry, looked up): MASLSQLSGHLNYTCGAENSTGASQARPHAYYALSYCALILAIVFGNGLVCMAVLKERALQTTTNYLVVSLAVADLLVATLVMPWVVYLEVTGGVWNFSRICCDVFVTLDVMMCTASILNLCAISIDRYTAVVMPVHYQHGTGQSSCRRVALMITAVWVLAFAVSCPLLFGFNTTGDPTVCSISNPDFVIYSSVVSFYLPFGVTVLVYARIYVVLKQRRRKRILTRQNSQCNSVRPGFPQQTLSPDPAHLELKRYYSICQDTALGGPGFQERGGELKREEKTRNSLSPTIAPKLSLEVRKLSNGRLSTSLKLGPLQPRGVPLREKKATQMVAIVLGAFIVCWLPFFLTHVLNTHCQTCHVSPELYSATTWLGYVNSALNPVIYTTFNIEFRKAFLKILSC
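Cells plated overnight at 1500 cells/well, then exposed to library compounds with dopamine controls for 90 minutes at 37 degrees C. DiscoveRx reagent added for 30–60 minutes at room temperature; luminescence read, quantitative HTS format.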
aSyn yeast inh: qHTS of alpha-syn Inhibitors. Potency, µM (highest dose often 46.1 µM), inactives show at the highest dose growth rescue (activation), actives largely listed as activators. hit rate 0.14% among 370,000. Yeast expressing alpha-synuclein, growth rescue, BacTiter-Glo, 24 h; note: potency is the fitted concentration of half-maximal effect; % of control where 0% means no effect; nearly all actives have a fitted effect of over 65% in size
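Readout is rescue of growth in alpha-synuclein-expressing yeast, so inhibitors of toxicity appear as activators. Growth after 24 hr at 30 deg C in galactose medium is quantified by luminescence.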
FUS suppressor: qHTS for Suppressors of FUS Proteinopathy: Primary screen using FUS-linked yeast assay. S. cerevisiae FUS-expressing, growth rescue, OD600, 24 h. Potency, µM (series often up to 76.6 µM), inactives show at the top dose growth rescue (activation), most hits filed as activators. hit rate 0.24% among 390,000;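 note: potency is the fitted concentration of half-maximal effect; plate controls were DMSO vehicle for no effect and reference control for full effect; nearly all actives have a fitted effect of over 55% in size; some results filed as inactive show a strong effect at the top dose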
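FUS-expressing yeast, raffinose-pregrown, induced in 2% galactose minimal medium at OD 0.005; compounds in a dilution series, 24hr at 30C. Growth restoration read as absorbance at 600 nm. CP55940 positive control, DMSO negative.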
An asterisk follows results filed as active; i = inactive; u = inconclusive; x = not tested or not shown; & = joins results of further samples; [ ] = dose if it differs, or a comment. Unless noted, calls come from the whole dose curve; as a rule, active = well fitted curve in the direction sought with a large enough effect; inconclusive = small, poorly fitted or top-dose-only effect, or another doubt; inactive = no such curve, though single readings can be large; an effect the other way counts as inactive or inconclusive. Not all compounds are listed; rates above refer to the full screens.

1	COc1ccc(OCCCC(=O)Nc2nnc(C3CCCO3)s2)cc1 (stereo not given)
2	CCOc1ccc(-c2ccc(CO)o2)cc1N
3	COc1ccc(/C=C/C(=O)O)cc1S(=O)(=O)N1CCC(Cc2ccccc2)CC1
4	Cc1cc(Nc2cccc(C(F)(F)F)c2)nc2ccc(NC(=O)c3cncc(Br)c3)cc12
5	O=C(NCCSCc1ccco1)c1ccc(CN2CCOCC2)cc1
6	Cn1ccnc1C(=O)c1cc(SCC(=O)NC2CC2)nc2ccccc12
7	Cc1ccc(/S(C)=N/S(=O)(=O)c2ccc(C)cc2)cc1 (stereo not given)
8	COC(=O)C1(CCSC)NC(c2ccccc2F)C2C(=O)N(c3ccc4c(c3)OCCO4)C(=O)C21 (stereo not given)
Compound	1	2	3	4	5	6	7	8
PTHR1 agonist	i	-17%	i	-35%[inhibitor]	i	i	i	17%
GLP1R ag	-4%	x	2%	x	-1%	7%	-11%	11%
pAkt inh	i	x	i	x	i	i	i	i
TDP43 rescue	6%	22%	-6%	14%	-20%	7%	22%	-10%
Abeta rescue	2%	-5%	-4%	-69%[inhibitor]	-14%	1%	u	11%
GLP1R inv ag	-4%	u	-8%	u	3%	8%	7%	-8%
DRD3 antagonist	13	x	-7	x	-15	13	8	-11
aSyn yeast inh	3%	x	9%	x	-7%	1%	4%	-5%
FUS suppressor	9%	29%	-5%	u	-6%	17%	-18%	3%

9	COC(=O)C(NC(=O)CN1C(=O)c2ccccc2C1=O)c1ccc(O)c(OC)c1 (stereo not given)
10	CCN(CC)S(=O)(=O)c1cc(NC(=O)[C@@H](NC(N)=O)C(C)C)ccc1C
11	CC(C)CNC(=O)C1CCN(c2ccc(S(=O)(=O)N3CCOCC3)cc2)CC1
12	O=C(NNC(=O)C1CC=CCC1)c1ccccc1O (stereo not given)
13	CCOC(=O)c1c(C)c(-c2ccccc2)n(CC(=O)Nc2cc(C)ccc2OC)c1C
14	CCC1=NN2C(=N)/C(=C/c3ccc(OS(=O)(=O)c4ccccc4)c(OC)c3)C(=O)N=C2S1
15	CCOc1cc(C(=O)OC(C)C(=O)Nc2ccc(S(N)(=O)=O)cc2)ccc1OCC(=O)N1CCOCC1 (stereo not given)
16	O=C(CSc1nccn1-c1cccc(Cl)c1)Nc1ccc2c(c1)OCO2
Compound	9	10	11	12	13	14	15	16
PTHR1 agonist	-8%	i	i	-25%	-20%	-16%	i	-36%[inhibitor]
GLP1R ag	0%	0%	-3%	0%	0%	7%	10%	x
pAkt inh	i	i	i	i	x	i	i	x
TDP43 rescue	11%	-18%	-10%	2%	-8%	-2%	0%	18µM*
Abeta rescue	-2%	-20%	0%	-5%	-7%	16%	-9%	24%
GLP1R inv ag	8%	-3%	5%	10%	-1%	-10%	0%	-10%
DRD3 antagonist	8	-8	0	21	x	2	-9	x
aSyn yeast inh	-6%	-4%	-5%	-8%	x	-2%	-3%	x
FUS suppressor	-13%	3%	x	-4%	1%	33%	20%	7%

A stretch from further up:
12	O=C(NNC(=O)C1CC=CCC1)c1ccccc1O (stereo not given)
13	CCOC(=O)c1c(C)c(-c2ccccc2)n(CC(=O)Nc2cc(C)ccc2OC)c1C
Compound	12	13
PTHR1 agonist	-25%	-20%
GLP1R ag	0%	0%
pAkt inh	i	x
TDP43 rescue	2%	-8%
Abeta rescue	-5%	-7%
GLP1R inv ag	10%	-1%
DRD3 antagonist	21	x
aSyn yeast inh	-8%	x
FUS suppressor	-4%	1%

Further structures:
17	Cc1cc(NC(=O)C2CC2)ncc1NC(=O)c1ccccn1
18	Cc1ccc(CCC(=O)Nc2nccs2)o1
19	O=C1NC2(CCCCC2)NN1c1ccccc1
20	Cc1cccc2cc(C#N)c(NCc3ccccc3)nc12
21	CCCCc1cn(C[C@H]2CC[C@@H]([C@@H]3CC[C@H](Cn4cc(CCCC)nn4)O3)O2)nn1
22	CC(OC(=O)Cn1c(C(F)(F)F)nc2ccccc21)C(=O)N1CCCc2ccccc21 (stereo not given)
23	O=C(N/N=C/c1ccoc1)c1ccc(Cl)cc1Cl
24	Cn1c(SCC(=O)Nc2ccc3c(c2)oc2ccccc23)nnc1-c1ccccc1
Compound	17	18	19	20	21	22	23	24
PTHR1 agonist	i	-9%[57.5 µM]	i	i	i	-24%[57.5 µM]	i	-5%[57.5 µM]
GLP1R ag	3%	-1%	-1%	-8%	-2%	-2%	-5%	1%
pAkt inh	i	i	i	i	i	i	i	i
TDP43 rescue	0%	5%	-1%	5%	-5%	1%	5%	-6%
Abeta rescue	-16%	u	14%	-3%	6%	4%	1%	4%
GLP1R inv ag	31%	5%	u	5%	-4%	-1%	-34%	-2%
DRD3 antagonist	11	7	11	20	2	u	10	12
aSyn yeast inh	-8%	-8%	1%	7%	1%	0%	7%	2%&3%
FUS suppressor	5%	-25%	3%	-28%	10%	-8%	22%	20%

25	COc1cc(/C=N/NC(=O)c2ccc3nc[nH]c3c2)cc(OC)c1OC
26	COc1ccc2oc(-c3ccc(C)c(NC(=O)c4ccc(N5CCOCC5)c([N+](=O)[O-])c4)c3)nc2c1
27	COCCNC(=O)COc1coc(CN2CCN(Cc3ccccc3)CC2)cc1=O
28	CCN(CC)C(=O)c1[nH]cnc1C(=O)N[C@@H](CCCCNC(=O)OC(C)(C)C)C(=O)OC(C)(C)C
29	CC[C@@]1(C(=O)OC)N[C@H](CN(C)C(=O)NC(C)C)[C@@H]2C(=O)N(Cc3ccccc3)C(=O)[C@@H]21
30	CC(C)OC(=O)c1ccc2ccc(-c3ccccc3)nc2c1
31	CCNc1nc(-c2ccc(Cl)cc2)cs1
32	Cc1cc(S(=O)(=O)N2CCCCC2)c(C)s1
Compound	25	26	27	28	29	30	31	32
PTHR1 agonist	-4%	-2%[57.5 µM]	i	i	4%	-24%	-29%[57.5 µM]	-23%
GLP1R ag	9%	13%	1%	8%	9%	1%	-1%	5%
pAkt inh	i	i	i	i	i	i	i	i
TDP43 rescue	9%	-2%	-8%	8%	-8%	u	17%	10%
Abeta rescue	15%	6%	0%	-5%	-8%	-11%	2%	-4%
GLP1R inv ag	43%[activator]	13%	4%	4%	-2%	9%	u	1%
DRD3 antagonist	7	17	0	5	-25	0	16	-10
aSyn yeast inh	4%	0%	-2%	6%	1%	-19%	-10%	-1%
FUS suppressor	2%	25%	-22%	23%	-15%	6%	23%	-10%

33	COc1cc2c(cc1OC)C(C(=O)NCCN1CCOCC1)C1c3ccccc3CCN1C2=O (stereo not given)
34	Cc1c(C(=O)NCc2ccc3c(c2)OCCO3)sc(=O)n1Cc1ccc(C(=O)N(C)C)cc1
35	COC(=O)[C@@]12C[C@@H](CC(=O)N3CCSCC3)C(=O)N(Cc3ccco3)C1=CCC(C)(C)C2
36	COCCOC(=O)c1[nH]c2c(c1C)C(=O)CC(c1ccc(F)cc1)C2 (stereo not given)
37	Cc1ccc(-c2nc3ccc(C(=O)O)cc3nc2-c2ccc(C)cc2)cc1
38	CCN1CCN(C(=O)c2ccc(Sc3ccccc3Cl)c([N+](=O)[O-])c2)CC1
39	COc1cccc(C(=O)Nc2ccc(S(=O)(=O)Nc3nccc(C)n3)cc2)c1
40	CCCN=C1N/C(=C\c2ccco2)C(=O)N1c1ccccc1
Compound	33	34	35	36	37	38	39	40
PTHR1 agonist	-5%	-13%	2%	-24%	-91%[inhibitor]	i	-28%	-20%[57.5 µM]
GLP1R ag	-4%	-2%	x	7%	2%	3%	-20%	0%
pAkt inh	i	i	i	i	-123%*	i	i	i
TDP43 rescue	-12%	15%	-2%	u	0%	14%	-10%	-5%
Abeta rescue	0%	-10%	-7%	-2%	5%	4%	8%	-12%
GLP1R inv ag	3%	29%	2%	u	0%	u	24%	6%
DRD3 antagonist	-16	1	u	-3	-6	u	-15	-19
aSyn yeast inh	-3%	0%	-1%	2%	0%	-4%	-3%	0%
FUS suppressor	21%	13%	21%	0%	13%	x	5%	u

An excerpt from above in order of the DRD3 antagonist value, largest number first.
nr	SMILES	DRD3 antagonist
34	Cc1c(C(=O)NCc2ccc3c(c2)OCCO3)sc(=O)n1Cc1ccc(C(=O)N(C)C)cc1	1
36	COCCOC(=O)c1[nH]c2c(c1C)C(=O)CC(c1ccc(F)cc1)C2 (stereo not given)	-3
37	Cc1ccc(-c2nc3ccc(C(=O)O)cc3nc2-c2ccc(C)cc2)cc1	-6
39	COc1cccc(C(=O)Nc2ccc(S(=O)(=O)Nc3nccc(C)n3)cc2)c1	-15

Continued.
41	CCOc1cc(Cl)c(NC(C)=O)cc1OCC
42	Cc1cccc(-c2nc3ccccc3c(=O)n2NC(=O)c2cccnc2Cl)c1
43	Cc1cc(C)n(CC(=O)NNC(=O)COc2ccc(F)cc2Br)n1
44	O=C(C1=C[C@@H](c2ccc(C(F)(F)F)cc2)C[C@@H](OCc2ccc(CO)cc2)O1)N1CCN(Cc2ccccc2)CC1
45	Cc1ccc2nc(-c3ccc(SCC(=O)Nc4cc(C)on4)nc3)[nH]c2c1
46	c1ccc2c(c1)-c1nc3ccccc3cc1C2N1CCCCC1 (stereo not given)
Compound	41	42	43	44	45	46
PTHR1 agonist	i	i	i	i	-28%	i
GLP1R ag	-1%	1%	8%	-4%	-3%	5%
pAkt inh	i	i	i	i	i	i
TDP43 rescue	16%	4%	7%	3%	6%	3%
Abeta rescue	1%	9%	-17%	6%	-6%	2%
GLP1R inv ag	6%	10%	-4%	11%	12%	u
DRD3 antagonist	-9	-17	-6	-8	17	0
aSyn yeast inh	-2%	-5%	0%	2%	-1%	-3%
FUS suppressor	x	18%	-29%	33%	5%	-8%
